Screening data (PubChem)
PHOSPHO1 block – blocks human PHOSPHO1 phosphatase activity; recombinant PHOSPHO1, absorbance phosphatase assay; inhibition, % at 13.3 µM; 290,000 tested, 1.1% active; AID 1565; in the data active = inhibition above about 60%
Target sequence (Q8TCT1 whole entry, looked up): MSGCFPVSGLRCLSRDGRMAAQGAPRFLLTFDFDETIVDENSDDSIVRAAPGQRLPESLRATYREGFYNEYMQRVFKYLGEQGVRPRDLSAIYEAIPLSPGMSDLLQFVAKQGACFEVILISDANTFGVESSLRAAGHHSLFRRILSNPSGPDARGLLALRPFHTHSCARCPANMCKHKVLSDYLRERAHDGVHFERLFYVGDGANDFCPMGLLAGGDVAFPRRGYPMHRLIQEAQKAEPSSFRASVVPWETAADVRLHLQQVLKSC
VIM-2 inhibitor – blocks Pseudomonas aeruginosa VIM-2 metallo-beta-lactamase. inhibition, % at 5.6 µM. 290,000 tested, 0.89% active. AID 1527. purified VIM-2, nitrocefin hydrolysis, epi-absorbance fluorescence;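 active = inhibition above the mean of all tested compounds plus 3 SD, cutoff set per screening run, cut at about 7.5% in these data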;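 note: red hydrolysis product quenches plate fluorescence so inhibitors raise well fluorescence; 0% = enzyme with DMSO and 100% = DMSO without enzyme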
UBC9 SUMO inh – inhibitors of human SUMOylation (UBC9); P63279; HTRF SUMOylation assay, SAE1/SAE2 + UBC9, in vitro; inhibition, % at 35 µM; 290,000 tested, 0.36% active; AID 2006; in the data active = inhibition above about 50%, passing the limit was not always enough; note: strong numbers were not always called active
DNA FID counter – fluorescent intercalator displacement, NS3 helicase counter-screen; DNA fluorescent intercalator displacement, fluorescence; inhibition, % at 7.9 µM; 290,000 tested, 0.17% active; AID 1845; in the data active = inhibition above about 37%;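 note: 0% = vehicle and 100% = reference compound; higher means more ethidium bromide displaced from hairpin DNA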
pCIP destab – lowers stability of the mouse p/CIP coactivator protein | F442A p/CIP-EGFP cells, EGFP fluorescence, 16 h | decrease of EGFP signal, % at 10 µM | 290,000 tested, 0.01% active;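 active = EGFP signal decrease of at least 30% at 10 µM or well 3 SD below plate mean, unless failing retest; inactive = the rest, including hits failing retest or dose response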; note: some compounds called inactive have numbers as strong as hits; many of its hits are not listed in these tables
IDE cell activ – activators of human insulin-degrading enzyme in cells; P14735; HEK cells, FAbeta-B cleavage, fluorescence polarization; 0% vehicle, 100% cell-free pure enzyme wells; activation, % at 5.96 µM; 340,000 tested, 0.073% active;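 active = activation above the mean of all tested compounds plus 3 SD, set per screening campaign, cut at about 17% in these data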
IMP-1 inhibitor – blocks Pseudomonas aeruginosa IMP-1 metallo-beta-lactamase | inhibition, % at 5.6 µM | purified IMP-1, nitrocefin hydrolysis, epi-absorbance fluorescence | 290,000 tested, 0.45% active;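 active = inhibition above the mean plus 3 SD of all compounds in the same screening run, cut at about 4.5% in these data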;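 note: 0% = IMP-1 with DMSO and 100% = DMSO wells lacking enzyme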
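Material – recombinant IMP-1 enzyme, purified · Amount – IMP-1 0.2 nM before substrate addition · Medium – HEPES buffer pH 7.1 with ZnSO4 and Brij 35 · Timing – 25 °C, 15 min preincubation, 25 min reaction · Measured by – plate fluorescence quenching by hydrolysis product, ex 480/em 530 nm · Read-out – percent enzyme inhibition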
NS3 helicase inh – inhibitors of Hepatitis C virus NS3 helicase | 290,000 tested, 0.56% active | AID 1800 | NS3 helicase DNA unwinding, Cy5 molecular beacon fluorescence | inhibition, % at 10.9 µM;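 active = inhibition above the mean of all tested compounds plus 3 SD, set per campaign, cut at about 35% in these data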;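 note: 0% = DMSO wells and 100% = thioflavine S control wells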
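Compound dosing – single dose, 10.9 µM nominal final, DMSO 0.8% final · System – NS3 helicase fragment of HCV · Buffer or medium – MOPS pH 6.5, MgCl2, DTT, Tween20, BSA · Signal – Cy5 beacon fluorescence read at start and 1 h · Also added – annealed dual-labelled DNA beacon duplex, ATP-started · Schedule – 1 h at 25 °C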
MEKK3 PB1 HTS – MEKK3-MEK5 PB1 interaction, increase or decrease. AID 1529. bead-based flow cytometry, Alexa488-MEK5 binding to MEKK3; actives lie on both sides; 0 = blocked by unlabeled MEK5, 100 = vehicle. 290,000 tested, 1.4% active. Q99759. binding response (% of control), % at 10 µM;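 active = binding response more than 3 SD above or below the average of its plate-row segment, actives on both sides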;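 note: Alexa488 bead fluorescence after subtracting the streptavidin-only scavenger bead signal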
Target sequence (Q99759 whole entry, looked up): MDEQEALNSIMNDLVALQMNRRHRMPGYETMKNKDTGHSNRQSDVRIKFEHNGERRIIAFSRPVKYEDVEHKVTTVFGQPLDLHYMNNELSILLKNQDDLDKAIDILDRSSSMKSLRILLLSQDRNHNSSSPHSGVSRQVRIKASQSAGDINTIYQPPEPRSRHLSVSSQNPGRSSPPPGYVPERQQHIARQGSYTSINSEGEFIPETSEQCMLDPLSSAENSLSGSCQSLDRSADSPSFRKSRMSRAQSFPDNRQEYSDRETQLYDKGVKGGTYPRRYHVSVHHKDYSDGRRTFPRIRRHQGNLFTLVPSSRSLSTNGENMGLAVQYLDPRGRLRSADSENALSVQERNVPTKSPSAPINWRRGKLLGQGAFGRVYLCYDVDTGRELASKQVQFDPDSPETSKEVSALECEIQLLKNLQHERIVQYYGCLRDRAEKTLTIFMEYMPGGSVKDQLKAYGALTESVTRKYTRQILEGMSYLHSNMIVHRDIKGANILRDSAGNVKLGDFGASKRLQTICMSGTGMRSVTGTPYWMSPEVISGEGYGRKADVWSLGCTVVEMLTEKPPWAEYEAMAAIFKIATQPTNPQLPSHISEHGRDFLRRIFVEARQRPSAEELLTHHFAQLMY
* marks the source's active call; other numbers are inactive results; · = no result given; [ ] = dose if it differs, or a comment. An excerpt; rates above refer to the full screens.

SMILES	PHOSPHO1 block	VIM-2 inhibitor	UBC9 SUMO inh	DNA FID counter	pCIP destab	IDE cell activ	IMP-1 inhibitor	NS3 helicase inh	MEKK3 PB1 HTS
Cc1cc(C(=O)OCC(=O)NC2CCS(=O)(=O)C2)c2ccccc2n1 (stereo unspecified)	-22	-0.5	-1	-5	9	-1	-0.8	-8	95
CCOC(=O)c1sc(NC(=O)CNCc2ccccn2)c(C(=O)OCC)c1C	38	1.7	-13	-4	-8	11	-2.2	-39	104
CCC(C)c1ccc2oc(-c3ccc(NC(=O)c4ncn[nH]4)cc3)nc2c1 (stereo unspecified)	7	-3.0	32	-7	-7	4	-0.1	-4	107
COC(OC)C1(C)C(C#N)=C(N)Oc2c1c(=O)oc1ccccc21 (stereo unspecified)	·	-1.3	11	-8	-11	0	-2.0	-15	103
CCN1C(=O)c2cccc3c(NC(=O)c4ccc(S(=O)(=O)N5CCOCC5)cc4)ccc1c23	14	-0.1	-1	-24	-5	3	1.4	8	99
COC(=O)c1cc2c(s1)-c1cc(F)ccc1OC2	47	-2.0	14	1	0	3	-1.8	7	106
O=C(CN1CCCCCC1)Nc1ccc(F)c(F)c1	-8	-1.1	22	7	-4	2	-0.6	-2	115
C=CCNc1nc(N2CCOCC2)c(C#N)c2c1CN(C)CC2	0	3.9	38	8	-14	-2	0.7	7	102
Cc1cccc(OCC(=O)Nc2cc(NC(=O)COc3cccc(C)c3C)cc(C(=O)O)c2)c1C	·	-2.8	-2	-35	-4	1	-6.0	23	97
Cc1cccc(NC(=O)NNC(=O)c2cc3occc3[nH]2)c1C	21	0.3	11	-13	-3	5	-1.4	-4	101
Cc1cc(Cl)ccc1NC(=S)N1CCN(C(=O)C2CCCO2)CC1 (stereo unspecified)	-12	-1.3	-6	-3	-11	-4	-1.4	5	92
Cc1cc(=O)[nH]c2ccc(S(=O)(=O)NC3CCCCC3)cc12	22	-3.9	3	-14	3	2	-1.3	1	102
CCN(C(=O)CSc1ccc2ccccc2c1)C1CCS(=O)(=O)C1 (stereo unspecified)	-1	-1.1	12	-5	-2	0	-1.6	18	105
O=C(NC1CCN(S(=O)(=O)c2ccc(F)cc2)CC1)c1ccco1	28	-0.5	-6	-8	0	1	-1.7	6	100
COC(=O)c1ccccc1N=Nc1c(C)n[nH]c1C	-48	-0.6	6	-10	-4	3	-1.4	-4	98
COc1ccc(N=Cc2ccc(CNS(=O)(=O)c3ccc(Cl)cc3)o2)cc1	38	0.7	21	1	6	0	0.0	-3	·
COc1ccccc1CNC(=O)CCc1c(C)nc2cc(-c3ccccc3OC)nn2c1C	51	-0.2	7	-45	-4	0	-0.2	23	100
CCOC(=O)c1c(C)[nH]c(C(=O)NNC(=O)c2ccc(C(C)(C)C)cc2)c1C	-9	-0.6	-24	-18	-12	-2	-1.1	-5	105
O=C(Nc1ccccc1C(=O)NCCCN1CCOCC1)c1cccc([N+](=O)[O-])c1	38	-3.2	11	34	-8	0	0.0	12	107
COc1ccc(Nc2oc(-c3ccc(F)cc3)nc2C#N)cc1	46	-1.3	20	-3	-10	·	-1.8	-9	98
CC(=O)COc1cccc2ccc(/C=C/c3ccc(Br)s3)nc12	24	-2.0	7	-30	-17	8	-2.1	-7	102
CCc1nnc(NS(=O)(=O)c2ccc(N/C=C\C(=O)c3ccc(F)cc3)cc2)s1	-3	0.3	4	-21	-14	0	-1.8	23	101
O=C(CCN1CCOCC1)NCc1ccccc1	3	-2.7	14	4	-3	2	-3.9	-2	103
CN(C)CCN(C)Cc1ccccc1Sc1cccc2ccccc12	-26	-3.2	-7	21	-15	5	0.4	-70	112
Nc1c(-c2ccccc2)cnc2ncnn12	-4	-0.6	32	-2	-9	0	-2.3	5	103

Compound profiles, from the list above. Screens in order: PHOSPHO1 block	VIM-2 inhibitor	UBC9 SUMO inh	DNA FID counter	pCIP destab	IDE cell activ	IMP-1 inhibitor	NS3 helicase inh	MEKK3 PB1 HTS
Profile of Cc1cccc(NC(=O)NNC(=O)c2cc3occc3[nH]2)c1C = 21	0.3	11	-13	-3	5	-1.4	-4	101
Profile of O=C(Nc1ccccc1C(=O)NCCCN1CCOCC1)c1cccc([N+](=O)[O-])c1 = 38	-3.2	11	34	-8	0	0.0	12	107
Profile of CCN1C(=O)c2cccc3c(NC(=O)c4ccc(S(=O)(=O)N5CCOCC5)cc4)ccc1c23 = 14	-0.1	-1	-24	-5	3	1.4	8	99
Profile of CCOC(=O)c1c(C)[nH]c(C(=O)NNC(=O)c2ccc(C(C)(C)C)cc2)c1C = -9	-0.6	-24	-18	-12	-2	-1.1	-5	105
Profile of O=C(CCN1CCOCC1)NCc1ccccc1 = 3	-2.7	14	4	-3	2	-3.9	-2	103

Returning to the listing; the seven compounds before the break are reprinted first.
SMILES	PHOSPHO1 block	VIM-2 inhibitor	UBC9 SUMO inh	DNA FID counter	pCIP destab	IDE cell activ	IMP-1 inhibitor	NS3 helicase inh	MEKK3 PB1 HTS
O=C(Nc1ccccc1C(=O)NCCCN1CCOCC1)c1cccc([N+](=O)[O-])c1	38	-3.2	11	34	-8	0	0.0	12	107
COc1ccc(Nc2oc(-c3ccc(F)cc3)nc2C#N)cc1	46	-1.3	20	-3	-10	·	-1.8	-9	98
CC(=O)COc1cccc2ccc(/C=C/c3ccc(Br)s3)nc12	24	-2.0	7	-30	-17	8	-2.1	-7	102
CCc1nnc(NS(=O)(=O)c2ccc(N/C=C\C(=O)c3ccc(F)cc3)cc2)s1	-3	0.3	4	-21	-14	0	-1.8	23	101
O=C(CCN1CCOCC1)NCc1ccccc1	3	-2.7	14	4	-3	2	-3.9	-2	103
CN(C)CCN(C)Cc1ccccc1Sc1cccc2ccccc12	-26	-3.2	-7	21	-15	5	0.4	-70	112
Nc1c(-c2ccccc2)cnc2ncnn12	-4	-0.6	32	-2	-9	0	-2.3	5	103
COC(=O)COc1ccc(S(=O)(=O)N2CCCCC2)cc1[N+](=O)[O-]	-40	-1.9	-17	0	3	5	-1.4	11	111
CC(/C=C/c1ccccc1)=N\NC(=O)c1cc(C)[nH]n1	20	-5.0	9	0	0	3	-5.0	0	102
CC(C)CCn1c(=O)c2ccccc2n2c(CN(C)Cc3ccccc3)nnc12	18	-3.2	-11	-23	-5	5	-3.0	-8	114
O=C(CSc1n[nH]c(=O)[nH]c1=O)Nc1ccc2c(c1)C(=O)c1ccccc1C2=O	-31	1.2	88*	8	-2	1	-1.3	2	94
CC1=N/C(=C\c2ccc([N+](=O)[O-])cc2)C(=O)N1c1cc(Cl)ccc1C	37	-2.1	20	3	-10	2	-3.3	1	90
O=C(c1ccccn1)c1conc1C(=O)c1ccc(Br)cc1	30	-5.3	-5	3	-8	-3	-1.4	-5	98
O=S(=O)(NC(=S)NC1CCCCC1)c1ccccc1	-5	-0.4	-3	-5	-2	5	-0.3	-2	4.0*[inhibitor]
Cc1ccc(-c2noc(CN(C(=O)Cc3ccccc3)C(C)C)n2)cc1	12	-0.8	1	-34	-13	-5	-1.0	2	91
CCC(=O)c1ccccc1OCCCCn1cncn1	30	-0.4	25	2	-3	2	8.4*	2	109
O=C(COc1ccc(S(=O)(=O)NC2CCCC2)cc1)N1CCCCCC1	12	-2.2	-10	-21	-3	5	-3.5	1	93
CC(=O)c1cnc(-c2cccc(Cl)c2)s1	-31	-0.8	2	3	-10	-4	-0.2	1	91
O=C(NCc1ccccc1F)C1CCCN1C(=O)Nc1cccc(F)c1 (stereo unspecified)	·	-2.4	11	-1	-126	8	-0.8	11	101
COc1ccc(CNc2nc(-c3ccccc3)nn2C(=O)c2ccc([N+](=O)[O-])cc2)cc1	1	-1.1	7	-4	-5	0	-2.4	-9	96
C/C(=N\NC(=O)c1c(C)nc2ccccn12)c1ccc(O)cc1O	20	1.2	11	-9	-25	2	0.6	5	94
CCCc1[nH]nc2c1C(c1cccc(OC(=O)c3ccco3)c1)C(C#N)=C(N)O2 (stereo unspecified)	0	-1.4	4	-11	-4	-6	-4.9	11	104
COc1ccc(-c2n[nH]c3c2CN(C(=O)c2ccc(OC)c(OC)c2)CC3)cc1	42	-2.2	-1	-41	-7	-1	-3.7	-1	103
COc1ccccc1NC(=O)c1ccc2nc(-c3ccccc3)c(-c3ccccc3)nc2c1	39	0.7	-16	-1	5	3	0.9	8	99
O=C(c1cc(S(=O)(=O)N2CCCCC2)c(Cl)cc1N1CCOCC1)N1CCOCC1	-7	-1.6	-8	-18	-16	-1	0.1	7	100
CCN(c1ccc(NC(=O)c2ccc(Cl)nc2)cc1)C(C)C	12	-1.7	-3	7	2	2	-4.3	10	105
COc1ccc(NC(=O)CC(NC(C)c2ccccc2)C(=O)O)cc1 (stereo unspecified)	11	0.2	6	5	0	4	-0.2	16	101
CC(C)(C)NC(=O)c1ccccc1NC(=O)C1CC(=O)N(C2CCCCC2)C1 (stereo unspecified)	4	0.1	6	-24	2	1	-1.0	6	104
